Source: PubChem
ALOX12 inh = ALOX12 (human) lipoxygenase inhibition. purified 12hLO, xylenol orange hydroperoxide absorbance. Potency, µM (series often up to 108 µM), for the others: top-dose activity change, negative = inhibition, most hits filed as inhibitors. 580,000 tested, 1.1% active. AID 1671190; note: potency is the fitted concentration of half-maximal effect; % is set by controls: 0 for no effect and ±100 for the full control effect
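Purified human 12hLO (150 nM final) in 25 mM Hepes, 0.01% Triton X-100, pH 7.0 was preincubated 15 min at room temperature with compound. Then 40 uM arachidonic acid was added, 30 min. Hydroperoxide was read by Fe-XO absorbance ratio 573/405 nm.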
LDHA inh = blocks human lactate dehydrogenase A; P00338; AID 1347041; activity change, % (values are at about 110 or 230 µM); 480,000 tested, 0.15% active; purified LDHA, NADH/diaphorase-resazurin fluorescence; hits give low values; in the data active = activity change below about -30%; inconclusive = mostly about -25% to -30%;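 note: plate controls were DMSO wells for no effect and wells without enzyme for full effect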
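Remaining NADH was detected by diaphorase (0.133 mg/mL) converting 37 µM resazurin to fluorescent resorufin, read at 0 and 20 minutes. The preceding 5-minute room-temperature reaction used 2 nM LDHA, 0.2 mM sodium pyruvate and 0.06 mM NADH at pH 7.4.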
APEX1 inh = APE1 (human) endonuclease inhibition; Potency, µM (titrated, usually from 65.8 µM), for the others: top-dose activity change, negative = inhibition, most hits filed as inhibitors; recombinant APE1, TAMRA/BHQ-2 abasic DNA cleavage fluorescence; 350,000 tested, 0.35% active;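 note: potency is the fitted concentration of half-maximal effect; plate controls were vehicle for no effect and reference inhibitor for full effect; nearly all actives have a fitted effect of over 55% in size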
Target sequence (P27695 whole entry, looked up): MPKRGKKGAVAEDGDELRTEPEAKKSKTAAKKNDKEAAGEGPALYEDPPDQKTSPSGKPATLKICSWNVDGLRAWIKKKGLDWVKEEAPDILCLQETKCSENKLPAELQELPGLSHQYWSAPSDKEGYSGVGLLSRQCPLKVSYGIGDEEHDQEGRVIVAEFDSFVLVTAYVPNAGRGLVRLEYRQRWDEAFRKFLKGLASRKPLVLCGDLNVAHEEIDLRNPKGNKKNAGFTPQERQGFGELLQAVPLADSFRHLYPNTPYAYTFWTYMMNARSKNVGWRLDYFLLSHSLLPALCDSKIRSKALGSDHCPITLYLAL
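0.75 nM APE1 + cpd, 15 min RT; start w/ 50 nM TAMRA/BHQ-2 THF-abasic dsDNA; kinetic fluor 525/598 nm ×3 reads @60 s; Δ(read3−read1); normalized to DMSO and NSC13755 control wells.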
Anesthetic bind = binds horse apoferritin like a general anesthetic; apoferritin/1-aminoanthracene competitive binding, fluorescence; Potency, µM (series often up to 77.5 µM), for the others: at the top dose activity change, negative = displacement, actives largely listed as inhibitors; 350,000 tested, 0.074% active; AID 485281; note: potency is the fitted concentration of half-maximal effect; % is set by controls: 0 for no effect and ±100 for the full control effect; nearly all actives have a fitted effect of over 20% in size
Target sequence (P02791 2-175 limits assumed): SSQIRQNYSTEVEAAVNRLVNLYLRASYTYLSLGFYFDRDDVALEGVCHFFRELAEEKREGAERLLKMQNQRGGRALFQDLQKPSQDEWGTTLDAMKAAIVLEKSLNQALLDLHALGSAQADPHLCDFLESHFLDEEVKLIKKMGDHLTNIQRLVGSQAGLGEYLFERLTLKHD
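Probe: 1-aminoanthracene (50% saturated, PBS). Protein: horse-spleen apoferritin, 10 uM. Incubation: 10 min, room temperature. Detection: 380 nm excitation, 535 nm emission. Analysis: normalized response, four-parameter Hill.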
Pol eta inh = blocks human DNA polymerase eta activity. Q9Y253. Potency, µM (highest dose often 114 µM), inactives show top-dose activity change, negative = inhibition, hits mostly inhibitors. recombinant Pol eta, fluorescent DNA replication assay. 390,000 tested, 1.2% active. AID 588591; note: potency is the fitted concentration of half-maximal effect; % is set by controls: 0 for no effect and ±100 for the full control effect
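Pol eta at 10 nM preincubated with compounds 15 min at room temperature; reaction started with fluorescent substrate (50 nM final) and read kinetically at 0 and 10 min.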
Pol kappa inh = inhibitors of human DNA polymerase kappa; Q9UBT6; 400,000 tested, 0.53% active; Potency, µM (highest dose often 107 µM), for inactives: at the top dose activity, negative = inhibition, hits mostly inhibitors; purified Pol kappa, fluorescent DNA synthesis assay, 10 min; AID 588579; note: potency is the fitted concentration of half-maximal effect; % is set by controls: 0 for no effect and ±100 for the full control effect
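Here, compound and 10 nM enzyme are combined for 15 min at room temperature; adding 50 nM substrate (final) starts DNA synthesis, tracked by fluorescence at 0 and 10 min against buffer-only wells.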
RGS4 inh = blocks human RGS4-accelerated GTP hydrolysis | Transcreener GDP fluorescence polarization, RGS4-accelerated GTP hydrolysis | Potency, µM (series often up to 114 µM), inactives show at the top dose activity change, negative = inhibition, most hits filed as inhibitors | 390,000 tested, 0.039% active | AID 504845; note: potency is the fitted concentration of half-maximal effect; % is set by controls: 0 for no effect and ±100 for the full control effect; nearly all actives have a fitted effect of over 75% in size; some results filed as inactive show a strong effect at the top dose
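MLSMR compounds (23 nl, pin-transferred) preincubated 10 min at room temperature with a 500nM (2x) first reagent, then RGS4 at 900nM (2x) plus Transcreener GDP mix added; fluorescence polarization (620/688 nm) read before and after 90 min at 30 °C.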
Pol beta inh = blocks human DNA polymerase beta activity | Pol beta primer extension/strand displacement, fluorescence kinetic | Potency, µM (series often up to 114 µM), without a hit: at the top dose activity change, negative = inhibition, usual class: inhibitors | 340,000 tested, 1.3% active | AID 485314; note: potency is the fitted concentration of half-maximal effect; % is set by controls: 0 for no effect and ±100 for the full control effect
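Homogeneous kinetic assay of primer extension and strand displacement by 10 nM Pol beta, preincubated 15 min at room temperature with compound before 50 nM substrate (final) was added. Read at 0 and 10 min; four-parameter Hill fit.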
ERG Ets-DNA blk = ERG Ets/DNA interaction inhibition; P11308; fluorescence polarization, His-ERG Ets domain / labelled DNA; Potency, µM (highest dose often 76.9 µM), for the others: at the highest dose FP activity, negative = inhibition, most hits filed as inhibitors; 370,000 tested, 0.028% active; AID 624246; active = well fitted inhibition curve with a large enough effect in the polarisation, with a control signal flat; inconclusive = small, poorly fitted or top-dose-only effect, or effect the other way, or a change in a side signal; inactive = no such curve, though single readings can be large or run the other way; the % refers to the polarisation;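 note: polarization taken with two DNA probes labelled with fluorescein and Texas red; potency is the fitted concentration of half-maximal effect; % of control where 0% means no effect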
Target sequence (P11308 whole entry, looked up, the tested form may be a part): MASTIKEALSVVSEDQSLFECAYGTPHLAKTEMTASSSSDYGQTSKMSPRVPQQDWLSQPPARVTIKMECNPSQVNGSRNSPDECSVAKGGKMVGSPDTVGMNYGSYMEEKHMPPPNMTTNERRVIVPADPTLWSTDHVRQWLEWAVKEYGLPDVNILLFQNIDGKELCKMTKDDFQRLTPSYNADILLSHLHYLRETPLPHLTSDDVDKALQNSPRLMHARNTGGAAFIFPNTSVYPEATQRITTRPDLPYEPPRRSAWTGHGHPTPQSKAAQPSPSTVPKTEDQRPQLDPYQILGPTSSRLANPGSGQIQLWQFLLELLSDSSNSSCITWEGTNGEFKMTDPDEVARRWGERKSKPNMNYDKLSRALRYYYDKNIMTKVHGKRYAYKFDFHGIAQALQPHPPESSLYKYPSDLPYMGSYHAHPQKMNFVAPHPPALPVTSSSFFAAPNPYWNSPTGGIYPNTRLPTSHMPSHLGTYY
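His-tagged ERG Ets domain (1 uM in the protein solution; 300mM KCl, 50mM Tris-HCl, 1mM EDTA, 1mM DTT, pH 7.5) received compound, then a probe mix of 5 nM fluorescein-DNA and 100nM Texas-615-DNA. Fluorescence polarization was read for both dyes.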
* marks the source's active call; other numbers are inactive results; i = inactive; ? = inconclusive; nt = not tested or not shown; [ ] = remark or other dose. Unless noted, calls come from the whole dose curve; as a rule, active = well fitted curve in the direction sought with a large enough effect; inconclusive = small, poorly fitted or top-dose-only effect, or another doubt; inactive = no such curve, though single readings can be large; an effect the other way counts as inactive or inconclusive. Not all compounds are listed; rates above refer to the full screens.

1) CCOC(=O)c1ccc(Cn2c(-c3ccccc3)nnc2-c2ccccc2)o1
2) COc1ccc(NC(C)=O)cc1NC(=O)CN1CCN(C(=O)c2ccco2)CC1
3) O=C(COC(=O)c1cc[n+]([O-])cc1)NCc1ccccc1Cl
4) COc1ccc(/C=N/NC(=O)c2[nH]c3ccc(Cl)cc3c2-c2ccccc2)c(C(=O)O)c1OC
5) CC(C)CC(=O)O/N=C1\C(=O)N(c2ccccc2)c2ccccc21
6) CC(=O)c1ccc(NC(=O)c2cn(-c3ccccc3)nc2-c2ccncc2)cc1
7) CCc1cccc(NC(=O)C2CCCN(c3ncnc4onc(-c5ccc(F)cc5)c34)C2)c1 (centres undefined)
8) NC(=O)C1(N2CCCCC2)CCN(Cc2ccccc2Cl)CC1

assay / entry,1,2,3,4,5,6,7,8
ALOX12 inh,17%,3%,16%,0%,0%,43%[activator],3%,2%
LDHA inh,-2,-1,-14,-7,2,-9,-4,4
APEX1 inh,0%,-4%,-3%,-4%,?,4%,nt,-1%
Anesthetic bind,-9%,-8%,-13%,4%,-7%,1%,-10%,1%
Pol eta inh,-28%,-13%,0%,79µM*,-8%,?,-19%,-4%
Pol kappa inh,-20%,-2%,1%,-6%,-1%,-22%,-7%,2%
RGS4 inh,-2%[11.4 µM],-2%,-7%,-20%,-13%[11.4 µM],-17%,-14%,13%
Pol beta inh,3%,-2%,18%,-20%,28%,21%,-3%,-2%
ERG Ets-DNA blk,1%,-5%,1%,-11%,7%,2%,1%,nt

9) Cc1ccc(NC(NC(=O)c2ccccn2)C(Cl)(Cl)Cl)cc1 (centres undefined)
10) CCOP1(=O)C=C(C(C)(C)C)OC1c1ccc(F)cc1 (centres undefined)
11) CCc1cccc(NC(=O)CN2C=NS(=O)(=O)c3ccccc32)c1
12) COc1ccccc1OCC(=O)Nc1nnc2n1CCS2
13) CC(C)NC(=O)C(=O)NC1CCCCCC1
14) COc1ccc(NC(=O)CSc2nnc(NC(=O)Nc3ccccc3)s2)cc1OC
15) CCOC(=O)C(C(=O)N(C)Cc1ccccc1)C1CCCCC1 (centres undefined)
16) Fc1ccc2nc3n(c2c1F)CCCCCC3

assay / entry,9,10,11,12,13,14,15,16
ALOX12 inh,-16%,-6%,-16%,-12%,?,-3%,8%,2%
LDHA inh,-2,-7,0,11,-2,-15,2,-10
APEX1 inh,1%,-3%,nt,nt,5%,nt,15%,2%
Anesthetic bind,-22%,-10%,-7%,4%,-6%,-6%,-9%,-16%
Pol eta inh,0%,-6%,10%,-17%,-14%,-1%,-12%,-5%
Pol kappa inh,-8%,-4%,-4%[60.1 µM],-3%[60.1 µM],-1%,-7%[60.1 µM],16%,-7%[60.1 µM]
RGS4 inh,-18%,0%,4%,-13%,-14%,-19%,5%,4%
Pol beta inh,5%,6%,3%,-20%,1%,24%,4%,5%
ERG Ets-DNA blk,1%,3%,-2%,-4%,-3%,-2%,5%,nt

17) Cc1cccc(NC(=O)C2CCCN(C(=O)NCc3ccccc3)C2)c1C (centres undefined)
18) CCCn1c(=O)c2[nH]cnc2n(-c2ccccc2C)c1=O
19) O=C(N1CCC(O)(c2cccnc2)CC1)C12CC3CC(CC(C3)C1)C2
20) C#CCn1c(=NC(=O)c2ccccc2[N+](=O)[O-])sc2cc(S(C)(=O)=O)ccc21
21) O=S(=O)(N/N=C\c1ccc2c(c1)OCO2)c1ccc(F)cc1
22) COc1cc(/C=C2\SC(=Nc3ccc(Cl)c(C(=O)O)c3)NC2=O)c(Br)c(Br)c1O
23) Cc1ccc(C)c(NC(=O)Nc2csc3c2CCCC3)c1
24) Cc1cccc2cc(CN(CCCN3CCOCC3)Cc3nnnn3C(C)(C)C)c(=O)[nH]c12

assay / entry,17,18,19,20,21,22,23,24
ALOX12 inh,16%,-121%,0%,-1%,?,?,-16%,9%
LDHA inh,-2,-2,-7,-11,-2,-33*,2,1
APEX1 inh,-1%,5%,20%,24%,11%,?,nt,-7%
Anesthetic bind,-8%,-4%,-13%,-10%,-7%,-3%,6%,-8%
Pol eta inh,-9%,-13%,-8%,-10%,-8%,18µM*,17%,-6%
Pol kappa inh,4%,3%,2%,2%,-2%,40µM*,10%,-7%
RGS4 inh,-4%,-5%,22%,21%,-9%,?,-8%,-9%
Pol beta inh,41%,0%,25%,33%,2%,8.9µM*,7%,19%
ERG Ets-DNA blk,13%,5%,-1%,-6%,4%,155%[activator],0%,nt

25) CN(C)CCNC(=O)Cn1nc(-c2ccc(Cl)cc2)ccc1=O
26) Brc1cc2c(cc1C1Nc3ccccc3C3C=CCC31)OCO2 (centres undefined)
27) CCCCCc1nnc(NC(=O)CN2C(=O)C3CCCCC3C2=O)s1 (centres undefined)
28) O=C1C=C(NCc2ccc(Cl)cc2Cl)C2(CCCCC2)O1
29) Cn1c(SCC(=O)N2CCc3ccccc3C2)nnc1-c1ccncc1
30) Cc1cc(C)c(NC(=O)CS(=O)CC(=O)NCCCc2ccccc2)c(C)c1 (centres undefined)
31) O=C(NNC1=NCCC1)c1cccc(S(=O)(=O)N2CCCC2)c1
32) Cc1ccc(C)c(C(=O)CCC(=O)Nc2cccnc2)c1

assay / entry,25,26,27,28,29,30,31,32
ALOX12 inh,0%,?,i,-6%,-11%,-3%,1%,0%
LDHA inh,-6,-6,-2,1,-6,-2,-1,-5
APEX1 inh,15%,-2%,18%,-1%,13%,0%,4%,12%
Anesthetic bind,-17%,7%,-18%,-15%,4%,-6%,0%,-3%
Pol eta inh,-20%,?,0%,-15%,-17%,9%,-8%,-13%
Pol kappa inh,1%,-3%,-10%,-6%,-8%,2%,0%,-16%
RGS4 inh,3%,-8%,20%,0%,-6%,-7%,1%,3%
Pol beta inh,31%,?,-1%,3%,3%,18%,37%,1%
ERG Ets-DNA blk,-10%,1%,-4%,nt,-10%,nt,14%,1%

33) Brc1ccccc1-c1csnn1
34) O=C(Nc1ccc2nc(SCC(=O)N3CCCc4ccccc43)sc2c1)c1ccc(Cl)cc1
35) O=C(C1=C(O)C(=O)N(CCN2CCOCC2)C1c1cccc(F)c1)c1cc2ccccc2o1 (centres undefined)
36) Cc1nnc2ccc(-c3ccc(NS(=O)(=O)c4ccccc4[N+](=O)[O-])cc3)nn12
37) Cn1nnc(C(O)CN2CCOCC2)n1 (centres undefined)
38) COc1cccc(C(=O)Nc2ccc(NC(=O)C3C4C=CC(C4)C3C(=O)O)cc2)c1 (centres undefined)
39) CCc1c(C)sc(NC(=O)c2ccccc2[N+](=O)[O-])c1C(N)=O
40) COc1ccc([N+](=O)[O-])cc1N(CC(O)CN1CCCCC1)S(=O)(=O)c1ccccc1 (centres undefined)
41) COc1ccc(NCC(=O)NN=C2CCS(=O)(=O)c3ccc(F)cc32)cc1
42) Cc1csc2nc(O)c(C(=O)NCCCN3CCCC3=O)c(=O)n12
43) Cn1c(=O)n(C)c2cc(N3CCOCC3)c(NC(=O)c3ccc(F)cc3)cc21

assay / entry,33,34,35,36,37,38,39,40,41,42,43
ALOX12 inh,-8%,0%,-28%,34%[activator],34%[activator],i,-17%,3%,?,2%,-13%
LDHA inh,-7,2,1,-8,-7,-14,-3,-6,8,9,-4
APEX1 inh,1%,nt,-18%,21%,2%,-5%,14%,16%,8%,-1%,-9%
Anesthetic bind,?,17%,-13%,nt,-9%,-10%,7%,-6%,nt,nt,-2%
Pol eta inh,-15%,14%,-2%,40µM*,-1%,-2%,1%,3%,-13%,-21%,2%
Pol kappa inh,-2%,1%,-2%,?,-3%,-15%,-12%,-7%,-13%,-1%,2%
RGS4 inh,1%,?,-1%,-14%,8%,19%,-27%,23%,6%,2%,10%
Pol beta inh,0%,-11%,13%,nt,2%,0%,43%,3%,nt,nt,40%
ERG Ets-DNA blk,9%,-7%,-9%,3%,3%,1%,78%[activator],0%,10%,6%,1%

Compound profiles, from the list above. Values in the order: ALOX12 inh, LDHA inh, APEX1 inh, Anesthetic bind, Pol eta inh, Pol kappa inh, RGS4 inh, Pol beta inh, ERG Ets-DNA blk
O=C(C1=C(O)C(=O)N(CCN2CCOCC2)C1c1cccc(F)c1)c1cc2ccccc2o1 (centres undefined) as listed: -28%, 1, -18%, -13%, -2%, -2%, -1%, 13%, -9%
Cn1nnc(C(O)CN2CCOCC2)n1 (centres undefined) as listed: 34%[activator], -7, 2%, -9%, -1%, -3%, 8%, 2%, 3%
COc1ccc(NCC(=O)NN=C2CCS(=O)(=O)c3ccc(F)cc32)cc1 as listed: ?, 8, 8%, nt, -13%, -13%, 6%, nt, 10%
COc1ccc([N+](=O)[O-])cc1N(CC(O)CN1CCCCC1)S(=O)(=O)c1ccccc1 (centres undefined) as listed: 3%, -6, 16%, -6%, 3%, -7%, 23%, 3%, 0%
Cn1c(=O)n(C)c2cc(N3CCOCC3)c(NC(=O)c3ccc(F)cc3)cc21 as listed: -13%, -4, -9%, -2%, 2%, 2%, 10%, 40%, 1%
